Compound activity: PubChem BioAssay, several laboratories
PME-1 primary – blocks human protein phosphatase methylesterase 1 | Q9Y570 | recombinant PME-1, FP-Rh probe fluorescence polarization | inhibition, % at 5.9 µM | 0.53% of 320,000 active;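 active means inhibition above the campaign mean of all compounds plus 3 SD, cut at about 26% in these data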;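 further: competitive labeling of PME-1 active site by serine hydrolase directed probe; 0% = PME-1 with DMSO and 100% = wells lacking PME-1 enzyme; inhibitors block probe labeling so polarization falls and inhibition rises; many of its hits are not listed in these tables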
MCL1-BIM inh – disrupts human MCL1 binding to BIM-BH3 peptide. inhibition, % at 10.9 µM. Q07820. GST-MCL1 / FITC-Bim-BH3 fluorescence polarization. 0.68% of 320,000 active;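 active means inhibition above the mean inhibition of all tested compounds plus 3 SD, set per campaign, cut at about 40% in these data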;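 further: 0% = DMSO wells and 100% = unlabeled Bim-BH3 peptide control; higher means more loss of mP so more displacement of Bim peptide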
PAFAH1B2 inh – PAFAH1B2 (human) inhibition; AID 492953; 1.2% of 340,000 active; inhibition, % at 3.39 µM; P68402; recombinant PAFAH1B2, FP-rhodamine activity probe, fluorescence polarization;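 active means inhibition above the mean of all tested compounds plus 3 SD, cut at about 24% in these data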;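 further: 0% = enzyme with DMSO and 100% = wells lacking PAFAH1B2; many of its hits are not listed in these tables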
BCLXL inh – inhibitors of human Bcl-xL | GST-Bcl-xL / FITC-Bim BH3 peptide fluorescence polarization | inhibition, % at 10.9 µM | 0.7% of 320,000 active | AID 2129;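 active means inhibition above the mean of all tested compounds plus 3 SD, cutoff set per campaign, cut at about 30% in these data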;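 further: 0% = DMSO wells and 100% = unlabeled Bim-BH3 peptide competitor; inhibitors lower millipolarization by displacing the labeled peptide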
Target sequence (Q07817 whole entry, looked up): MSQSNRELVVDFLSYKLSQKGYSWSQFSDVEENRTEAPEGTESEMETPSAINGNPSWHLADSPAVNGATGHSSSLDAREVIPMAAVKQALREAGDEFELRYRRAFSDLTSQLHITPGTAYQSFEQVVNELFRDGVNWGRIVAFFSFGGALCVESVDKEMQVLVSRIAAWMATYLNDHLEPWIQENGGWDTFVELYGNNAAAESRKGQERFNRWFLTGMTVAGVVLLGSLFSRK
pPAFAH inh – pPAFAH (human) enzyme inhibition | inhibition, % at 3.39 µM | AID 463082 | 1.5% of 330,000 active | recombinant pPAFAH, FP-rhodamine probe fluorescence polarization | Q13093;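 active means inhibition above the mean inhibition across the screen plus 3 SD, cut at about 25% in these data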;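 further: inhibitors block binding of the rhodamine activity-based probe so polarization drops; 0% = enzyme with DMSO and 100% = wells lacking pPAFAH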
AHR activator – human AHR activation. activation, % at 5 µM. AHR-responsive luciferase reporter cells, luminescence. 2.5% of 320,000 active. P35869. AID 2796; in the data active means activation above about 47%;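 further: 0% = vehicle wells and 100% = reference agonist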
Target sequence (P35869 whole entry, looked up): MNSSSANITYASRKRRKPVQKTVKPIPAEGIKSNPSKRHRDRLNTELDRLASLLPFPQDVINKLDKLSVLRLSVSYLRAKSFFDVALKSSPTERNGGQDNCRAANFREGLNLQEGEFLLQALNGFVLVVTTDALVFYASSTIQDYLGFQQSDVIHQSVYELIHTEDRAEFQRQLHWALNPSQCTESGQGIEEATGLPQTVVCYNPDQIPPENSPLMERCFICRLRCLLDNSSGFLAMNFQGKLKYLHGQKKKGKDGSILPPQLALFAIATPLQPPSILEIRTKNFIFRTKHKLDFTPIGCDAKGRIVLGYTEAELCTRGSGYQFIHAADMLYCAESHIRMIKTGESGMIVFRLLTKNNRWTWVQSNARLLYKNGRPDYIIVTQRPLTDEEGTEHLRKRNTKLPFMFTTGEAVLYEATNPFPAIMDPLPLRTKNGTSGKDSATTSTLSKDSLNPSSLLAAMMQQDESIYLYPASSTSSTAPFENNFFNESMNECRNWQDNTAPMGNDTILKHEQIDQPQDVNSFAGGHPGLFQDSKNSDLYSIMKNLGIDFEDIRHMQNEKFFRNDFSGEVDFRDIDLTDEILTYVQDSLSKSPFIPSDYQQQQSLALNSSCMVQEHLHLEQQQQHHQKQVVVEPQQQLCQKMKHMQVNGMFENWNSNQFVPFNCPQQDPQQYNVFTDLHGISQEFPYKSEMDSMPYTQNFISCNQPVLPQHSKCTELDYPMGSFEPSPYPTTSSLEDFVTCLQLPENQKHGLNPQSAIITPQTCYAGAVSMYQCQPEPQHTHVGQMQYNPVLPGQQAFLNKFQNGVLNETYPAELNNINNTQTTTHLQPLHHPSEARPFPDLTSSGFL
GLD-1 RNA inh – GLD-1-TGE RNA interaction inhibition (C. elegans); Q17339; AID 2280; inhibition, % at 5.96 µM; 0.44% of 320,000 active; purified GLD-1 + fluorescein TGE RNA, fluorescence polarization;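 active means percent inhibition above a per-plate cutoff, the plate mean of test compounds plus 3 SD, cut at about 30% in these data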;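 further: 0% = DMSO wells with GLD-1 and probe and 100% = wells lacking GLD-1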
MEX-5 binding – C. elegans MEX-5 TCR-2 RNA binding activity | Q9XUB2 | MEX-5/FITC-TCR2 RNA binding, fluorescence polarization; stronger effect = lower value | activity score (negative = inhibition of binding), % at 10 µM | 0.38% of 300,000 active;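 active means inhibition past about -25% in most replicates, and total fluorescence under double the plate's negative control median, limit read from the data; inconclusive means replicates evenly split on the limit, or fluorescence at least double controls; inactive means too little inhibition in most replicates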;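 further: 0% = DMSO and -100% = 5 µM competing unlabeled TCR2 RNA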
Fam108B inh – blocks mouse Fam108B hydrolase in RBBP9 counter-screen. 0.33% of 300,000 active. AID 1947. inhibition, % at 9.51 µM. recombinant Fam108B, FP-Rh probe fluorescence polarization;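 active means inhibition above the screen mean inhibition plus 3 SD, computed separately per campaign, cut at about 18% in these data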;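 further: inhibitors lower polarization as less probe binds the enzyme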
* hit, by the source's call; ? = inconclusive; . = not tested or not shown. Some of the compounds tested; the hit share may differ from the screen's.

SMILES	PME-1 primary	MCL1-BIM inh	PAFAH1B2 inh	BCLXL inh	pPAFAH inh	AHR activator	GLD-1 RNA inh	MEX-5 binding	Fam108B inh
CCOC(=O)Cn1cc(C(=O)c2ccccc2)c2ccccc21	1	0	-5	1	-1	0	5	1.0	1
Cc1nnc(SCc2nc3ccccc3c(=O)n2-c2ccccc2Cl)n1N	-4	-6	2	-4	-4	2	3	-0.4	-3
O=S(=O)(c1ccc(Cl)cc1Cl)N1CCCC1c1cccnc1 (stereo not given)	-4	1	1	1	1	3	4	-0.2	0
Oc1ccc(Cl)cc1CN1CCN(Cc2ccccc2)CC1	-2	-1	-2	1	7	3	1	3.4	6
C=CCn1cc(C=C2C(=O)NC(=O)NC2=O)c2ccccc21	-6	0	1	30	-6	10	-30	-37*	-2
CCN(CC)C(=O)c1ccc(NC(=O)COc2ccc(-c3nn(C)c(=O)c4ccccc34)cc2)cc1	0	-8	-4	2	2	0	-10	1.0	3
O=C1NC(=O)C(=Cc2ccc(-c3ccc(F)cc3O)o2)C(=O)N1	5	-71	32*	-54	1	19	-31	9.1	-16
COc1ccc(Br)cc1CNCCc1ccc2c(c1)OCO2	-1	4	5	3	-3	21	3	-0.1	0
C=C[C@@]12CN(C)[C@H]3[C@H]1[C@@]1(C(=O)Nc4ccccc41)C1CC2[C@@H]3CO1	2	7	1	10	-3	0	4	.	1
CCC(=NCC1CCCO1)c1c(O)n(-c2ccccc2C)c(=O)[nH]c1=O (stereo not given)	-2	12	1	4	2	1	-2	-1.1	1

Of the compounds above, these have sulfur:
SMILES	PME-1 primary	MCL1-BIM inh	PAFAH1B2 inh	BCLXL inh	pPAFAH inh	AHR activator	GLD-1 RNA inh	MEX-5 binding	Fam108B inh
Cc1nnc(SCc2nc3ccccc3c(=O)n2-c2ccccc2Cl)n1N	-4	-6	2	-4	-4	2	3	-0.4	-3
O=S(=O)(c1ccc(Cl)cc1Cl)N1CCCC1c1cccnc1 (stereo not given)	-4	1	1	1	1	3	4	-0.2	0

(cont.)
SMILES	PME-1 primary	MCL1-BIM inh	PAFAH1B2 inh	BCLXL inh	pPAFAH inh	AHR activator	GLD-1 RNA inh	MEX-5 binding	Fam108B inh
Brc1ccccc1CNCCc1ccc2c(c1)OCO2	-3	10	2	4	-4	5	3	0.1	2
CC(=O)Nc1ccc(OCCF)cc1	2	1	5	0	2	-3	2	-0.9	0
Cn1c(O)c(/C=C/C=Nc2ccccc2)c(=O)n(C)c1=S	-246	-25	-137	55*	-105	13	-61	-0.8	-88
COc1cc(C(=O)N/N=C/C23CC[C@@H](O)CC2(O)CC[C@@H]2[C@@H]3CCC3(C)C(C4=CC(=O)OC4)CCC23O)ccc1O (stereo not given in full)	-1	10	1	0	-1	0	2	-1.9	1
C=C[C@H]1CN2CC[C@H]1C[C@@H]2[C@@H](O)c1ccnc2ccccc12	-3	7	6	6	1	1	22	.	-3
Cn1cccc1C1CCCN1CC(=O)Nc1ccc(C#N)c(Cl)c1 (stereo not given)	.	.	4	.	3	1	4	.	.
Cn1cc(C(=O)N2CCCCC2)c2ccccc21	0	-3	1	0	1	3	-4	-1.1	-1
CC(=NCc1cccnc1)c1c(O)n(-c2ccc(C)cc2)c(=O)[nH]c1=O	11	2	0	4	-4	1	3	0.7	-5
Cc1ccc(N2C(=O)NC(=O)/C(=C\c3cnc(-c4ccccc4)nc3)C2=O)cc1	0	5	-7	7	3	-1	-12	1.2	-7
Cc1cc(C(=O)Nc2ccccc2)nn1C(C)(C)C	-1	-1	6	0	-2	-4	6	-0.7	3
CCOC(=O)c1c(C)n(Cc2ccccc2)c2ccc(OCC(O)Cn3nc(C)nc3C)cc12 (stereo not given)	4	1	3	2	12	12	4	0.7	-1
CC1(C)C2CC=C(CN3CCOCC3)C1C2 (stereo not given)	0	7	4	4	-6	-1	0	-0.7	3
CCCOC(=O)C1C2c3ccccc3C(c3ccccc32)C1C(=O)O (stereo not given)	1	2	4	3	-2	0	0	1.1	-1
CC(N)Cc1cn(Cc2ccccc2)c2ccccc12 (stereo not given)	-1	0	-3	5	3	3	3	1.1	2
CN(C)C(=O)Oc1ccc(OCc2n(C)c3ccccc3[n+]2C)cc1	-4	-27	3	-10	-3	4	1	-4.4	2
O=c1cccc2n1CC1CC2CN(c2ncnc3c2cnn3-c2ccccc2)C1 (stereo not given)	-1	-15	3	3	-1	4	5	-1.2	-1
COCCCNC(=O)Cn1cc(/C=C2\C(=O)NC(=O)N(c3ccccc3F)C2=O)c2ccccc21	-3	100*	2	2	4	2	-22	?	-1
CCOC(=O)c1c(N)n(Cc2ccco2)c2nc3ccccc3nc12	0	35	4	43*	9	75*	62*	.	3
Cn1c(O)c(C=Nc2ccccc2-c2ccccc2)c(=O)n(C)c1=O	1	-6	-2	4	0	0	-2	0.3	-1
CCOC(=O)c1c(C)n(COCCO)c2ccc(O)cc12	1	5	2	3	-1	17	-2	-1.0	-1
Cc1cccc(C2=NCC(=O)N(CC(=O)NCc3ccco3)c3sc4c(c32)CCCC4)c1	-4	5	8	6	19	-3	-3	1.2	-2
CCCC/C(=N\O)c1c[nH]c2ccccc12	4	3	-2	3	3	18	2	1.1	0
CCCCCn1c(=O)c(C(=O)NCCc2ccccc2)c(O)c2ccccc21	-5	-3	-1	-4	-1	7	-1	-0.3	-2
NS(=O)(=O)c1ccc(-c2ccc(C=C3C(=O)NC(=O)NC3=O)o2)cc1	-3	-5	-1	5	0	2	-3	-2.3	-1
Cc1nc2ccc(Cl)cc2c(=O)n1-c1ccc([N+](=O)[O-])cc1	3	3	5	0	6	140*	9	0.3	-2
Cc1ccc(CN2C(=O)CN=C(c3ccccc3)c3ccccc32)cc1	1	-1	28*	2	0	17	3	0.0	1
COC(=O)C1=C(c2ccc(S(C)(=O)=O)cc2)C[C@@H]2CC[C@H]1N2C(=O)NCC1CC1	-3	5	-3	2	0	0	3	0.8	0
Fc1ccc(CCNCc2ccccc2Cl)cc1	6	-6	2	-7	-4	-2	-7	1.9	-1
COc1cccc(NC(=O)N2CCC3(CC2)OCCO3)c1	2	5	5	1	1	4	-2	0.5	3
CC(C)Oc1ccc(C2(C#N)CC[N+](C)(C)CC2)cc1	0	6	4	5	-4	-3	-2	0.2	1
COc1ccc(CN2C(=O)NC(=O)/C(=C/c3ccc([N+](=O)[O-])s3)C2=O)cc1	-4	26	33*	22	31*	2	-10	-0.9	9
O=C1NC(=O)N(C2CCCCC2)C(=O)C1C1c2ccccc2C(=O)N1Cc1ccccc1 (stereo not given)	2	4	17	6	4	4	7	-1.6	3
COC(=O)C1=C(c2ccc(F)cc2OCc2ccccc2)C[C@@H]2CC[C@H]1N2C(=O)NCc1ccc([N+](=O)[O-])cc1	-2	11	5	4	1	1	-2	.	.
O=c1c2ccccc2nc(/C=C/c2ccc(O)cc2)n1-c1ccc(O)cc1	24	5	11	0	2	3	-23	-1.4	-3
CCn1c(O)c(C=NCCN2CCOCC2)c(=O)n(CC)c1=S	-3	-57	8	-35	0	-1	-22	0.1	0
C=CCn1c(O)c(C(C)=NCc2cc(OC)cc(OC)c2)c(=O)[nH]c1=O	-4	1	3	-1	3	37	-4	4.1	2
O=C(Cc1ccccc1)N1CCN(Cc2c[nH]c3ccccc23)CC1	9	9	4	6	2	13	11	-0.9	1
CC(C)n1nnnc1CN1CCN(C)CC1	-4	8	-2	5	-3	-2	-5	0.0	11
CC(=O)N1CCN(CC(=O)Nc2ccc(C#N)c(Cl)c2)CC1	-5	-2	2	-1	-3	-1	6	1.6	0
COc1ccc(C=O)cc1	2	4	-1	3	0	-1	0	.	.
Cc1ccccc1-c1nc2ccccc2c(=O)n1C	3	3	2	4	-1	0	-3	1.7	4
COc1ccc(CC2C(=O)N(c3ccccc3)C(=O)N(c3ccccc3)C2=O)c(OC)c1	-11	-4	-2	1	-1	-2	-8	-0.7	-7
O=C(c1cc2c(s1)CCCC2)N1CCC2(CC1)OCCO2	-1	0	-1	5	4	2	1	1.0	3
C=CCNC(=O)c1c(N)n(Cc2ccco2)c2nc3ccccc3nc12	0	19	4	21	19	26	15	-0.7	5
O=C1C2CCCN2C(c2cccs2)N1c1ccccn1 (stereo not given)	0	4	6	3	10	7	12	1.0	-1
Cc1ccc(/C=C2\C(=O)NC(=O)N(CCc3ccc(F)cc3)C2=O)s1	-1	1	1	-15	7	2	-17	-4.1	-4
Cc1c(C(=O)N2CCC3(CC2)OCCO3)oc2ccccc12	1	5	0	4	2	1	0	0.0	3
Cc1ccccc1-n1c(-c2ccco2)nc2ccccc2c1=O	0	4	-2	7	2	8	-4	-1.7	-2
Cc1cc(OCC(=O)N2CCC(C(=O)NCC(C)C)CC2)c2c3c(c(=O)oc2c1)CCCC3	1	3	-1	7	6	2	-3	-1.6	-2
O=C(CNC(=O)c1ccc(Cl)cc1)Nc1ccc(Br)cc1C(=O)c1ccccc1	1	6	-6	1	-1	3	7	2.1	-11
Carrying on.
SMILES	PME-1 primary	MCL1-BIM inh	PAFAH1B2 inh	BCLXL inh	pPAFAH inh	AHR activator	GLD-1 RNA inh	MEX-5 binding	Fam108B inh
CN(C)C(=O)Oc1ccc2oc(=O)cc(-c3cc4ccccc4o3)c2c1	2	7	3	1	0	12	3	0.6	1
C=CC1CN2CCC1CC2c1[nH]c2ccccc2c1CCO (stereo not given)	5	7	1	5	-2	1	1	1.5	0
CN1C(=O)N(C)C(=O)C(CCc2ccncc2)(CCc2ccncc2)C1=O	0	0	1	-1	3	5	6	1.1	0
Cc1cnc(NC(=O)CN2CCCCC2)s1	-5	5	4	3	-2	2	4	0.7	0
Cc1cc(C(=O)N2CCC3(CC2)OCCO3)no1	-3	-6	-2	-6	-8	0	-2	-1.0	-1
COC(=O)c1ccc(CN2CCN(Cc3ccccc3)CC2)cc1	2	4	0	5	4	-4	6	1.5	-1
CN[C@H]1C[C@H]2O[C@@](C)([C@H]1OC)n1c3ccccc3c3c4c(c5c6ccccc6n2c5c31)C(=O)NC4	52*	0	.	13	40*	-12	-1	6.8	48*
CC1(C)OC(c2ccccc2)=C/C(=C/C=C2C(=O)NC(=O)NC2=O)O1	-195	-115	-140	-59	-85	4	-122	22	-128
C=CCn1c(O)c(C(C)=NCCC(c2ccccc2)c2ccccc2)c(=O)[nH]c1=O	2	4	5	3	-4	-2	0	-1.0	2
COc1ccc(C(c2c(O)c3ccccc3oc2=O)c2c(C)n(C)n(-c3ccccc3)c2=O)cc1 (stereo not given)	1	1	3	5	-1	1	2	-1.0	0
CN1CCc2cc3c(cc2[C@H]1[C@@H]1OC(=O)c2c1ccc1c2OCO1)OCO3	-3	4	-2	9	7	0	-3	.	-2
CCOC(=O)C1=C(N)Oc2ccccc2C12C(=O)N(CC(=O)OC)C(CC(=O)OC)=C2C(=O)OC (stereo not given)	-1	5	-1	5	3	6	9	-0.1	-5
Cc1csc(=N)n1Cc1ccccc1	1	-2	-2	-1	1	0	2	1.3	3
NS(=O)(=O)c1cccc(N2CCNCC2)c1	4	9	0	8	-2	-1	-1	-1.6	4
Cc1cc(=O)oc2cc(OCC(=O)N3C[C@H]4C[C@@H](C3)c3cccc(=O)n3C4)ccc12	-4	-2	8	-1	6	0	9	2.5	3
Cn1c(O)c(C=Nc2ccc3c(c2)CCC3)c(=O)n(C)c1=O	-4	5	3	6	0	-3	1	2.0	0
CCOc1ccc(CN2CCN(C(=O)Cc3ccccc3)CC2)cc1	-5	2	5	-1	4	0	8	-0.1	-4
Cc1cc(/C=C2\C(=O)NC(=O)N(Cc3ccco3)C2=O)c(C)n1-c1ccc(O)cc1	-4	-4	6	-3	23	-1	-7	-2.7	6
